Compound activity: PubChem BioAssay, National Center for Advancing Translational Sciences (NCATS)
D2 potentiator – positive allosteric modulators of human D2 dopamine receptor | AID 485347 | HEK293 T-REx D2, calcium flux, EC20 dopamine potentiation | actives 0.34% (n = 340,000) | P14416 | potentiation, % at 10 µM;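 active = potentiation over 3 SD above the plate norm, cut at about 30% in these data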; note: 0% is about no effect
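Tetracycline-induced HEK293 T-REx cells force-coupled to calcium signalling expressed D2; compounds were pin-added after a 10 s baseline, read kinetically 180 s, then an EC20 dopamine challenge followed with a further 180 s calcium read.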
RXFP1 ag – agonists of human relaxin receptor RXFP1 | Q9HBX9 | HEK293T-RXFP1 cAMP TR-FRET, 30 min; response scale: percent of porcine relaxin response, buffer zero | Potency, µM (doses to about 57.5 µM), inactives show top-dose activation, hits mostly activators | actives 0.3% (n = 370,000); note: potency is the fitted concentration of half-maximal effect; % is set by controls: 0 for no effect and ±100 for the full control effect; nearly all actives have a fitted effect of over 60% in size; many of its hits are not listed in these tables
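HEK293 cells stably expressing RXFP1, treated 30 min at 37C with compounds plus PDE4 inhibitor Ro 20174; cAMP measured by HTRF TR-FRET. Normalized to buffer and 29 nM porcine relaxin; EC50 by Hill fit.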
D1 PAM – enhances dopamine response at the human D1 receptor. P21728. actives 0.036% (n = 360,000). potentiation, % at 10 µM. HEK293 TREx D1 cells, calcium flux, dopamine EC20 potentiation; in the data active = potentiation above about 30%; note: 0% is about no effect
Target sequence (P21728 whole entry, looked up): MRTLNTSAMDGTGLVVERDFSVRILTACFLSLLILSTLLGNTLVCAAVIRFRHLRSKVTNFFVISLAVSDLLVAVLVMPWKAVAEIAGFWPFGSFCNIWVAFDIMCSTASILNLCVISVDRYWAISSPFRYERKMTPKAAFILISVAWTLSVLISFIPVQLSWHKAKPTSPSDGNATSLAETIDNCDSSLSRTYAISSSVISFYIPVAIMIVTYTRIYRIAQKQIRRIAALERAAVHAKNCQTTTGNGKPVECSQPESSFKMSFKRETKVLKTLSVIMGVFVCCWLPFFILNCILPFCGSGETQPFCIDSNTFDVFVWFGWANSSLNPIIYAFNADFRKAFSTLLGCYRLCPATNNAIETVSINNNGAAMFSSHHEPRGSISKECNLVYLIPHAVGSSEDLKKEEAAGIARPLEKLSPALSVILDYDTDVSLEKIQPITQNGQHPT
Vif-APOBEC3F blk – Vif-A3F binding inhibition. actives 0.2% (n = 390,000). Potency, µM (top dose mostly 46.1 µM), for inactives: top-dose activity, negative = active. HeLa A3F-eYFP + Vif (tagged APOBEC3F with the HIV-1 protein that degrades it), YFP fluorescence increase; note: potency is the fitted concentration of half-maximal effect; % of control where 0% means no effect; nearly all actives have a fitted effect of over 65% in size
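Fluorescence increase (Ex 488/Em 500-530) after overnight compound treatment at 37 deg C flags inhibition of Vif-driven A3F-eYFP loss in stable HeLa A3F-eYFP/Vif cells seeded overnight beforehand.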
Vif-APOBEC3G blk – Vif-A3G binding inhibition; Q9HC16; HeLa A3G-eYFP + Vif (tagged APOBEC3G with the HIV-1 protein that degrades it), YFP fluorescence, overnight; Potency, µM (titrated, usually from 46.1 µM), without a hit: at the highest dose activity, negative = active, actives largely listed as inhibitors; actives 0.076% (n = 410,000);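 note: potency is the fitted concentration of half-maximal effect; % is set by controls: 0 for no effect and ±100 for the full control effect; nearly all actives have a fitted effect of over 60% in size; hits raise eYFP signal because A3G escapes Vif-driven loss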
Target sequence (Q9HC16 whole entry, looked up): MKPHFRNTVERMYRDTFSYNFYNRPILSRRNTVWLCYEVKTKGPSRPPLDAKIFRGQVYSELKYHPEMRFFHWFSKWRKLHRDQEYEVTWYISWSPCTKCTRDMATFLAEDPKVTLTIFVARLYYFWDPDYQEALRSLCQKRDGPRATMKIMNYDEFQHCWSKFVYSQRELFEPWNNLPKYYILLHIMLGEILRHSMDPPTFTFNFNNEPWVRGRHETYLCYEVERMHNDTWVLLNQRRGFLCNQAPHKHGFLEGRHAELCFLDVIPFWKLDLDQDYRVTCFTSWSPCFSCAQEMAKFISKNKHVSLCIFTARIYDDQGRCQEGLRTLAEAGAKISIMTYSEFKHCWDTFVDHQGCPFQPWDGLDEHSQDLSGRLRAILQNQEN
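Read-out is eYFP fluorescence (Ex 488/Em 500-530) from Vif-expressing HeLa A3G-eYFP cells; more signal means A3G escaped Vif-mediated degradation. Cells plated overnight, compound pinned in, incubated overnight at 37 deg C.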
D1 antagonist – antagonists of human D1 dopamine receptor | actives 3.2% (n = 360,000) | HEK293 TREx D1 cells, calcium flux, dopamine EC80; stronger effect = lower value | activity change, negative = inhibition, % at 10 µM; in the data active = activity change below about -30%; note: % is set by controls: 0 for no effect and ±100 for the full control effect
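Kinetic fluorescence of a calcium dye serves as the read-out. D1-expressing Hek293 Trex cells, induced overnight at 30 C, are exposed to compound for 180 s before an EC80 dopamine addition, then read 180 s further.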
Glioma ERSR ind – ER stress response induction in glioma; U87-MG GRP78 promoter luciferase reporter, 16 h; Potency, µM, for inactives: at the top dose activation, most hits filed as activators; actives 0.02% (n = 420,000); note: potency is the fitted concentration of half-maximal effect; series mostly up to about 76 µM; % of control where 0% means no effect; nearly all actives have a fitted effect of over 35% in size
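Stably transfected U87-MG human glioma cells carrying a GRP78-based luminescent sensor were seeded at 1000 cells/well, pin-dosed with compounds and incubated 16 h. Luciferase reagent was then added, and end-point luminescence was read after 10 min at room temperature.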
D1 ag – agonists of human D1 dopamine receptor. actives 1% (n = 360,000). P21728. HEK293 T-REx D1 cells, calcium flux, agonist mode. activation, % at 2 µM. AID 504660; in the data active = activation above about 30%; note: 0% is about no effect
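Agonism was scored from calcium flux recorded over 180 s (1 read/s) after pintool compound addition, following a 10-cycle baseline. Cells were inducible force-coupled HEK293 TREx D1, plated overnight at 30 C and loaded with no-wash calcium dye.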
RXFP1 antagonist – blocks the human relaxin receptor RXFP1. actives 0.59% (n = 350,000). HEK293-RXFP1, relaxin-stimulated cAMP HTRF, 30 min; stronger effect = lower value. Q9HBX9. activity change, negative = inhibition, % at 57.5 µM;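 active = activity change of -60% or lower, but not beyond a set lower limit; inconclusive = change between -60% and -40%, or beyond the set limit; inactive = change above -40%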; note: % is set by controls: 0 for no effect and ±100 for the full control effect
* hit, by the source's call. Unless noted, calls come from the whole dose curve; as a rule, active = well fitted curve in the direction sought with a large enough effect; inconclusive = small, poorly fitted or top-dose-only effect, or another doubt; inactive = no such curve, though single readings can be large; an effect the other way counts as inactive or inconclusive. These rows are one share of the data; count on the stated rates, not on these rows.

How did CC(=O)N(Cc1ccccc1)c1ccccc1C(=O)O do in these assays?
D2 potentiator: -4; RXFP1 ag: 3.1%; D1 PAM: -1; Vif-APOBEC3F blk: -4%; Vif-APOBEC3G blk: 1%; D1 antagonist: 3; Glioma ERSR ind: -3%; D1 ag: 0; RXFP1 antagonist: -7

Results for COc1ccc(-c2nn(CCC(=O)O)cc2CCC(=O)O)cc1 ?
D2 potentiator: 0; RXFP1 ag: 1.1%; D1 PAM: -1; Vif-APOBEC3F blk: -2%; Vif-APOBEC3G blk: -1%; D1 antagonist: 9; Glioma ERSR ind: -9%; D1 ag: 1; RXFP1 antagonist: 6

What do the screens show for `CC(NC(=O)CCCC1=NS(=O)(=O)c2ccccc2N1)c1ccccc1` (configuration not stated)?
D2 potentiator: 12; RXFP1 ag: 0.8%; D1 PAM: -1; Vif-APOBEC3F blk: 0%; Vif-APOBEC3G blk: 2%; D1 antagonist: 9; Glioma ERSR ind: 3%; D1 ag: 30; RXFP1 antagonist: -3

Results for Cc1cc(C)c2c(=O)cc(C(=O)NCc3ccc(S(N)(=O)=O)cc3)oc2c1 ?
D2 potentiator: 9; RXFP1 ag: 12%; D1 PAM: -2; Vif-APOBEC3F blk: 1%; Vif-APOBEC3G blk: 0%; D1 antagonist: -19; Glioma ERSR ind: -4%; D1 ag: 2; RXFP1 antagonist: -2

What do the screens show for `CC(=O)Nc1ccc(N(C(=O)c2ccco2)C(C(=O)NC2CCCC2)c2ccc(N3CCOCC3)cc2)cc1` (configuration not stated)?
D2 potentiator: 0; RXFP1 ag: -0.4%; D1 PAM: -1; Vif-APOBEC3F blk: 9%; Vif-APOBEC3G blk: -9%; D1 antagonist: 0; Glioma ERSR ind: 0%; D1 ag: 1; RXFP1 antagonist: -3

Results for Cc1ccc(S(=O)(=O)N(CC(=O)N2CCc3ccccc3C2)c2ccc(Cl)c(Cl)c2)cc1 ?
D2 potentiator: 2; RXFP1 ag: 7.1%; D1 PAM: 4; Vif-APOBEC3F blk: -2%; Vif-APOBEC3G blk: -2%; D1 antagonist: 11; Glioma ERSR ind: 0%; D1 ag: 10; RXFP1 antagonist: -13

Results for O=C(CCOc1ccccc1)NCc1ccccc1 ?
D2 potentiator: 2; RXFP1 ag: 0.3%; D1 PAM: -2; Vif-APOBEC3F blk: 2%; Vif-APOBEC3G blk: -9%; D1 antagonist: 0; Glioma ERSR ind: 1%; D1 ag: 2; RXFP1 antagonist: -5

What do the screens show for `CCCCOC(=O)Nc1ccc(S(=O)(=O)Nc2onc(C)c2C)cc1`?
D2 potentiator: -3; RXFP1 ag: 11%; D1 PAM: -5; Vif-APOBEC3F blk: 1%; Vif-APOBEC3G blk: 0%; D1 antagonist: 26; Glioma ERSR ind: -3%; D1 ag: 3; RXFP1 antagonist: 11

How did CC(=O)CSc1nnc(CSc2ncccn2)n1C1CCCCC1 do in these assays?
D2 potentiator: 1; RXFP1 ag: 6.9%; D1 PAM: 0; Vif-APOBEC3F blk: -4%; Vif-APOBEC3G blk: 1%; D1 antagonist: -23; Glioma ERSR ind: -2%; D1 ag: 3; RXFP1 antagonist: 8

What do the screens show for `O=C(Nc1ccc(NC(=O)c2cccs2)cc1)c1cccnc1`?
D2 potentiator: -5; RXFP1 ag: 2.6%; D1 PAM: -5; Vif-APOBEC3F blk: 1%; Vif-APOBEC3G blk: 1%; D1 antagonist: 2; Glioma ERSR ind: -2%; D1 ag: 2; RXFP1 antagonist: 10

What do the screens show for `COC(=O)/C=C1\C(=O)N(c2nc3ccccc3s2)C(=S)N1c1ccc(F)cc1`?
D2 potentiator: 10; RXFP1 ag: -1.5%; D1 PAM: -5; Vif-APOBEC3F blk: inconclusive; Vif-APOBEC3G blk: 0%; D1 antagonist: 2; Glioma ERSR ind: 4%; D1 ag: 4; RXFP1 antagonist: 7

What do the screens show for `CCn1c(CSCc2c(Cl)cccc2Cl)n[nH]c1=S`?
D2 potentiator: -1; RXFP1 ag: 3.1%; D1 PAM: 2; Vif-APOBEC3F blk: -1%; Vif-APOBEC3G blk: 0%; D1 antagonist: -5; Glioma ERSR ind: -4%; D1 ag: 5; RXFP1 antagonist: -20

What do the screens show for `O=C(Nc1ccccc1N1CCOCC1)c1cc(-c2ccncc2)nc2ccccc12`?
D2 potentiator: 7; RXFP1 ag: 0.9%; D1 PAM: 4; Vif-APOBEC3F blk: 22%; Vif-APOBEC3G blk: -3%; D1 antagonist: -7; Glioma ERSR ind: -4%; D1 ag: -1; RXFP1 antagonist: -9

What do the screens show for `COc1ccc(/C=C/C(=O)OCC(=O)N2c3ccccc3CC2C)c(OC)c1` (configuration not stated)?
Vif-APOBEC3F blk: 0%; Vif-APOBEC3G blk: -2%; Glioma ERSR ind: -1%; RXFP1 antagonist: 3

What do the screens show for `Cc1ccc(NC(=O)c2oc3ccc(S(=O)(=O)N4CCCCC4)cc3c2C)c(C)c1`?
D2 potentiator: 1; RXFP1 ag: 24%; D1 PAM: 0; Vif-APOBEC3F blk: 1%; Vif-APOBEC3G blk: -8%; D1 antagonist: -13; Glioma ERSR ind: -4%; D1 ag: -1; RXFP1 antagonist: -6

Results for Clc1ccc(CNc2nc3ccccc3c3nc(-c4cccnc4)nn23)cc1 ?
D2 potentiator: -11; RXFP1 ag: 4.8%; D1 PAM: -2; Vif-APOBEC3F blk: -10%; Vif-APOBEC3G blk: 2%; D1 antagonist: 13; Glioma ERSR ind: -3%; D1 ag: 1

How did C[C@H]1CN([C@@H](C)CO)C(=O)c2cc(Br)cnc2O[C@H]1CN(C)C(=O)Cc1ccccn1 do in these assays?
Vif-APOBEC3F blk: -1%; Vif-APOBEC3G blk: 3%; Glioma ERSR ind: -1%; RXFP1 antagonist: -3

How did CSc1cccc(NC(=O)C2CCN(C(=O)c3cnn(-c4ccccc4)c3-n3cccc3)CC2)c1 do in these assays?
D2 potentiator: -3; RXFP1 ag: -2.8%; D1 PAM: -3; Vif-APOBEC3F blk: -9%; Vif-APOBEC3G blk: 1%; D1 antagonist: -9; Glioma ERSR ind: 0%; D1 ag: 4

Results for COc1ccc(/C=N/NC(=S)Nc2ccccc2)cc1COc1ccc(Br)cc1 ?
D2 potentiator: 9; RXFP1 ag: 0.0%; D1 PAM: -3; Vif-APOBEC3F blk: -18%; Vif-APOBEC3G blk: -5%; D1 antagonist: -12; Glioma ERSR ind: 11%; D1 ag: 2; RXFP1 antagonist: -20

How did N/C(=N\OC(=O)c1ccc2c(c1)OCO2)c1ccncc1 do in these assays?
D2 potentiator: -4; RXFP1 ag: -0.2%; D1 PAM: -2; Vif-APOBEC3F blk: -5%; Vif-APOBEC3G blk: 2%; D1 antagonist: 2; Glioma ERSR ind: 3%; D1 ag: 3; RXFP1 antagonist: 2

How did CC(C)(C)C(=O)Nc1c2c(nn1-c1ccc(F)cc1)CSC2 do in these assays?
D2 potentiator: -6; RXFP1 ag: -0.6%; D1 PAM: 1; Vif-APOBEC3F blk: 7%; Vif-APOBEC3G blk: 2%; D1 antagonist: 12; Glioma ERSR ind: -4%; D1 ag: 3; RXFP1 antagonist: 8

Results for COc1cc(C(=O)NNC(=O)C2CSC3(C)CCC(=O)N23)cc(OC)c1OC (configuration not stated) ?
D2 potentiator: 9; RXFP1 ag: -0.1%; D1 PAM: -3; Vif-APOBEC3F blk: 8%; Vif-APOBEC3G blk: 2%; D1 antagonist: -40*; Glioma ERSR ind: -3%; D1 ag: 3; RXFP1 antagonist: 0

What do the screens show for `O=S(=O)(c1ccccc1F)N1CCN(Cc2nc3ccccc3[nH]2)CC1`?
D2 potentiator: 1; RXFP1 ag: -3.3%; D1 PAM: -6; Vif-APOBEC3F blk: -5%; Vif-APOBEC3G blk: 1%; D1 antagonist: -4; Glioma ERSR ind: -4%; D1 ag: 3; RXFP1 antagonist: 10

How did O=C(CCNS(=O)(=O)c1c(Cl)cccc1Cl)OCC(=O)c1ccccc1 do in these assays?
D2 potentiator: -8; RXFP1 ag: 1.2%; D1 PAM: -6; Vif-APOBEC3F blk: 0%; Vif-APOBEC3G blk: 1%; D1 antagonist: -5; Glioma ERSR ind: 1%; D1 ag: 8; RXFP1 antagonist: -2

How did COc1ccc(C)cc1S(=O)(=O)N1CCN(C(=O)c2ncoc2-c2ccccc2C)CC1 do in these assays?
D2 potentiator: 3; RXFP1 ag: -1.2%; D1 PAM: 0; Vif-APOBEC3F blk: 4%; Vif-APOBEC3G blk: 1%; D1 antagonist: -1; Glioma ERSR ind: -3%; D1 ag: 1; RXFP1 antagonist: -21

What do the screens show for `S=C(Nc1ccc2cn[nH]c2c1)Nc1ccc(Cl)cc1Cl`?
D2 potentiator: 4; RXFP1 ag: -0.7%; D1 PAM: 5; Vif-APOBEC3F blk: -9%; Vif-APOBEC3G blk: -4%; D1 antagonist: 5; Glioma ERSR ind: -5%; D1 ag: 2; RXFP1 antagonist: 4

Results for COc1ccc(-n2c(=O)c3sc4ccccc4c3n(CC(=O)Nc3cccc(C)c3)c2=O)cc1 ?
D2 potentiator: 1; RXFP1 ag: 8.4%; D1 PAM: -1; Vif-APOBEC3F blk: -15%; Vif-APOBEC3G blk: -1%; D1 antagonist: 2; Glioma ERSR ind: -2%; D1 ag: 9

How did COc1ccc(CCC(=O)N2CCc3c([nH]c4ccccc34)C2c2ccc(F)cc2)cc1 (configuration not stated) do in these assays?
D2 potentiator: -4; RXFP1 ag: 6.2%; D1 PAM: -4; Vif-APOBEC3F blk: 1%; Vif-APOBEC3G blk: 1%; D1 antagonist: -5; Glioma ERSR ind: -2%; D1 ag: 5; RXFP1 antagonist: -13

Results for CC1CCCCC12NC(=O)N(CC(=O)OCC(=O)N(C)C1CCCCC1)C2=O (configuration not stated) ?
D2 potentiator: 8; RXFP1 ag: -0.7%; D1 PAM: -2; Vif-APOBEC3F blk: -1%; Vif-APOBEC3G blk: -10%; D1 antagonist: 2; Glioma ERSR ind: -3%; D1 ag: 0; RXFP1 antagonist: 3

How did O=C(NCc1cccs1)c1ccccc1F do in these assays?
D2 potentiator: -13; RXFP1 ag: 1.9%; D1 PAM: -6; Vif-APOBEC3F blk: 0%; Vif-APOBEC3G blk: 2%; D1 antagonist: 1; Glioma ERSR ind: -1%; D1 ag: -1; RXFP1 antagonist: -5
